Lipid droplet = modulators of hepatic lipid droplet formation; actives 0.4% (n = 240,000); AID 1656; AML12 mouse hepatocytes, oleate lipid droplets, BODIPY imaging; inhibition, % at 6.5 µM;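 active = lipid droplet intensity inhibited by at least 50%, with more than 500 cells counted; inconclusive = wells with under 300 cells, treated as cytotoxic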
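Material: mouse AML12 hepatocyte cell line, fixed after treatment; Timing: compound with oleate, overnight; Technique: high-content imaging of BODIPY-stained droplets and DAPI nuclei; Probe or stimulus: oleate, 100 µM final; Dosing: compound at 6.5 µM only.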
MT stabilize HCS = microtubule stabilization, imaging screen; HeLa tubulin immunostaining HCS, 24 h; share of cells brighter than vehicle mean+2SD; % tubulin-high responders, % at 10 µM; actives 0.83% (n = 200,000);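 active = plate Z-score above 3 for both tubulin-high and condensed-nucleus cell shares, with cell loss under 80%, at 10 µM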;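 also: anti alpha tubulin signal scored within the nucleus-defined area of each cell; some results filed as inactive read as strong as hits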
Salmonella PhoP GFP = inhibitors of PhoP regulon expression, primary screen, Salmonella Typhimurium, GFP reporter (AID 1863). actives 0.16% (n = 300,000). inhibition, % at 50 µM; hits with a dose series show IC50 in µM. S. Typhimurium PhoP-regulated promoter GFP reporter, 4 h; higher % means a stronger effect;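 active = inhibition over 29.93%, a cutoff 3 SD above the screen mean, later confirmed by dose response; inconclusive = inhibition over 29.93% but no dose response follow-up; inactive = inhibition at most 29.93% or unconfirmed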;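 also: 0% = low Mg2+ inducing control and 100% = high Mg2+ repressing control; strong numbers were not always called active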
ER stress rescue = protection against thapsigargin-triggered cell killing – 384-well, CSM14.1, ATP luminescence, primary screen (AID 1222); CSM14.1 thapsigargin-induced death rescue, ATP luminescence; higher % means a stronger effect; cellular ATP content (survival), % at 20 µM, or EC50 in µM where a hit was titrated; 190,000 tested, under 10 active;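 active = EC50 below 50 µM in the dose-response confirmation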;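 also: death triggered by thapsigargin at about 15 µM added after 2 h compound pretreatment; cell ATP read after overnight thapsigargin exposure of roughly 18 to 22 hours; normalized against plate controls of thapsigargin alone and 5% DMSO vehicle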
Autophagy mod = alters autophagy in cells. actives 0.98% (n = 190,000). calls only at 10 µM (by protocol). MEF GFP-LC3 puncta imaging; test concentration mostly 10 µM. AID 463193;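 active = percentage of spot-positive cells more than 3 SD above its plate mean, without a fluorescence outlier flag or 80% toxicity; inconclusive = no clear call, values can overlap the other calls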;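 also: spot-positive cell cutoff set from DMSO-treated cells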
b-catenin transl = alters nuclear translocation of beta-catenin in HeLa cells | immunofluorescence imaging | nuclear translocation activity, % at 5 µM | actives 0.3% (n = 190,000);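 active = nuclear translocation activity above 50% at 5 µM, with a well cell count of 50 or more; inconclusive = wells under 50 cells across six images, flagged as toxic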;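 also: per-cell ratio of nuclear to cytoplasmic median beta-catenin stain intensity; plate controls were DMSO negative control for no effect and GSK-3 inhibitor IX positive control for full effect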
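Test system: HeLa cells, endogenous beta-catenin; Compound: single 5 µM dose plus 0.02–20 µM confirmation series; Times: compound exposure 24 h at 37°C; Signal: fluorescence imaging of beta-catenin antibody stain plus DAPI; Read-out: % activation, nuclear-to-cytoplasmic median beta-catenin signal ratio per cell.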
T cell HTS = modulates CD8 T cell binding to vesicles; 2C CD8+ T cell-vesicle binding, flow cytometry; hits give low values; AID 2052; actives 0.068% (n = 330,000); calls only at 7 µM;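 active = response, share of CD8 T cells binding vesicles, and their 90th percentile fluorescence all below set limits, cut at about 80% in these data, passing the limit was not always enough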
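Assay system: 2C TCR transgenic mouse naive CD8+ T cells, MACS-purified | Read-out: CD8+ gate FL2 mean fluorescence as % of same-row positive control | Signal: High-throughput flow cytometry with anti-B7-1 and anti-CD8 staining | Timing: Binding step 1.5 h, 37 °C, antibody labelling 20 min, ice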
Ins promoter up = MIN6 insulin promoter up-regulation | z-score at 5 µM | MIN6 insulin promoter-GFP reporter, high-content imaging; hits give high values | actives 0.3% (n = 190,000) | AID 1625;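 active = z-score above 3 at 5 µM with at least 500 cells counted in the well; inconclusive = wells under 500 cells, flagged as cytotoxic or low count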
Dynein cargo inh = blocks dynein driven cargo transport along microtubules. actives 0.47% (n = 220,000). z-score, hits read low. 3617.4 mouse cells, GR-EGFP nuclear translocation imaging; test concentration mostly 20 µM; stimulated with dexamethasone, 1 µM; hits give low values;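 active = plate z-score of nuclear minus cytoplasmic receptor signal below a set negative limit, without overly bright fluorescence or cell loss, cut at about -3.5 in these data, passing the limit was not always enough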;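 also: z-score of nuclear minus cytoplasmic ring GR-EGFP intensity difference per well; some compounds called inactive have numbers as strong as hits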
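Also added: dexamethasone, 1.0 µM final. Medium: tet-free, stripped-serum medium. Detection: fixed, Hoechst-stained cells imaged at 10x for EGFP. Read-out: nuclear-to-cytoplasmic GR-EGFP distribution per well. Times: induction 48 h, compound 1 h, agonist 30 min.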
Dynein cargo inh cytoplasmic EGFP = recorded beside Dynein cargo inh, whose call it bears; z-score; measured here: cytoplasmic GR-EGFP intensity; hits give high values
Dynein cargo inh nuclear GR-EGFP = further read-out of Dynein cargo inh, marked with its call; z-score; measured here: nuclear GR-EGFP intensity;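 lower value marks the stronger effect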
Dynein cargo inh cell count = recorded beside Dynein cargo inh, whose call it bears; z-score; measured here: cell count per field
Ins promoter up cell count = recorded beside Ins promoter up, whose call it bears; cell count; measured here: cytotoxicity, nuclei count;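 total cells summed across four imaged fields per well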
Lipid droplet cells 6.5 µM = second read-out of Lipid droplet, no call of its own (marks repeat the call); cell count; measured here: cell count, cytotoxicity flag;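 cells counted across two imaged fields per well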
b-catenin transl cell count 5 µM = also measured in b-catenin transl; calls as there; cell count; measured here: cell count, cytotoxicity flag
T cell HTS vesicle-bound % = recorded beside T cell HTS, whose call it bears; double positive events, %; measured here: CD8+ vesicle-bound cell fraction;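 binding gate set so that unloaded-vesicle control wells show 10% double positive cells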
MT stabilize HCS Hoechst-high % = also measured in MT stabilize HCS; calls as there; % Hoechst-high responders; measured here: nuclear condensation Hoechst responders;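 share of cells brighter than vehicle mean plus two SD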
MT stabilize HCS cytotoxicity % = second read-out of MT stabilize HCS, no call of its own (marks repeat the call); toxicity, %; measured here: cytotoxicity by cell density;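 0% = mean cell density of plate MIN control wells and 100% = no cells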
Autophagy mod cell loss 18 h = second read-out of Autophagy mod, no call of its own (marks repeat the call); toxicity, %; measured here: cell loss, nuclei count;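 cell loss after 18 h compound exposure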
* marks the source's active call; other numbers are inactive results; i = inactive; ? = inconclusive; nt = no result given.

SMILES	Lipid droplet	Lipid droplet cells 6.5 µM	MT stabilize HCS	MT stabilize HCS Hoechst-high %	MT stabilize HCS cytotoxicity %	Salmonella PhoP GFP	ER stress rescue	Autophagy mod	Autophagy mod cell loss 18 h	b-catenin transl	b-catenin transl cell count 5 µM	T cell HTS	T cell HTS vesicle-bound %	Ins promoter up	Ins promoter up cell count	Dynein cargo inh	Dynein cargo inh cytoplasmic EGFP	Dynein cargo inh nuclear GR-EGFP	Dynein cargo inh cell count
COc1ccc2nc(Nc3nc(C)c(C(C)=O)s3)sc2c1	nt	nt	5.1	3.0	9.7	-2%	-1.3%	i	-8	-2.0	851	i	38	0.27	1319	-0.57	-0.14	0.088	-0.28
COc1ccc2nc(C)cc(SCC(=O)N/N=C/c3ccc(O)c(O)c3)c2c1	1	677	4.0	1.1	5.4	9%	-1.0%	i	-3	-1.6	1024	i	58	0.62	1621	-1.5	-0.36	-0.62	1.7
O=C(CSc1nc2c(c(C(F)(F)F)n1)CCc1ccccc1-2)NCc1ccc(F)cc1	-3	692	3.0	3.2	4.9	2%	-0.5%	i	-3	-1.8	1117	i	7	0.41	1280	0.29	0.54	0.36	1.1
O=C(CSc1nnc(-c2csc3c2CCCC3)o1)Nc1ccccc1	nt	nt	6.8	2.7	6.4	-5%	-1.5%	i	0	nt	nt	i	42	0.73	857	0.021	-0.15	0.03	0.12
CC(CNC(=O)c1cccs1)c1ccc([N+](=O)[O-])cc1 (stereo unspecified)	-15	686	3.4	1.9	5.4	2%	0.2%	i	10	2.9	882	i	8	0.14	1499	-0.95	-0.27	-0.58	0.65
Cc1ccc(S(=O)(=O)NCCCNc2ccc([N+](=O)[O-])cc2)cc1	-8	707	1.1	1.0	4.1	6%	1.8%	i	12	-0.1	1027	i	66	nt	nt	1.2	0.007	0.56	-1.8
Brc1c(CSc2nc3ccccc3o2)nc2ncccn12	nt	nt	3.7	1.7	4.3	12%	2.6%	i	23	1.9	1184	i	28	-0.67	1231	-0.39	-0.42	-0.065	0.88
COC(=O)c1ccccc1NC(=S)N1CCC(N2CCCCC2)CC1	5	719	2.7	3.0	9.2	-5%	0.8%	i	-5	0.5	1012	i	35	nt	nt	-0.66	-0.25	0.17	0.83
CCOC(=O)c1sc(NS(=O)(=O)c2ccccc2Cl)nc1C	-1	779	0.8	1.3	8.6	-6%	1.3%	i	0	-0.6	1287	i	14	-0.11	1027	0.61	0.036	0.43	-2.2
CCOc1ccc(/C=N/OCC(=O)NC(c2ccccc2)c2ccccc2)cc1	-46	655	2.4	3.1	9.5	0%	-1.8%	i	-3	nt	nt	i	40	?	nt	-0.77	-0.31	-0.72	0.5
Cc1cccc(-n2c(=S)[nH]c3nc4c(cc3c2=O)COC(C)(C)C4)c1	-15	678	nt	nt	nt	-4%	nt	nt	nt	-3.7	1125	i	44	-0.7	1320	1.3	-0.27	0.58	-0.29
CCOCCCNC(=O)C(c1ccccc1)N(Cc1cccs1)C(=O)CNC(C)=O (stereo unspecified)	3	675	2.5	1.8	2.3	7%	-3.5%	i	17	-2.0	1083	i	62	0.11	1628	-0.54	-0.28	0.29	0.66
CN(C)c1ccc(C(=O)Nc2nc3c(s2)CCCC3)cc1	-13	565	4.5	2.2	4.3	14%	nt	nt	nt	-0.3	1069	i	44	1.7	1428	0.11	-0.1	0.41	-0.46
S=c1[nH]nc(Cc2cccs2)n1-c1ccccc1Cl	16	750	1.3	1.2	3.3	-14%	-1.0%	i	-19	-0.2	992	i	54	0.17	1418	0.0082	-0.29	0.22	0.17
Cc1cc(C(=O)OCC(=O)N2CCOCC2)ccc1[N+](=O)[O-]	17	703	4.7	2.5	5.5	-7%	-1.2%	i	5	0.6	1042	i	23	0.76	1227	0.16	-0.26	-0.25	0.79
c1ccc2c(Nc3nc4c(s3)CCCC4)cccc2c1	nt	nt	1.6	1.8	10	3%	-0.9%	i	1	0.4	1326	i	40	0.08	1571	0.43	-0.22	-0.075	0.22
COc1ccccc1C(=O)NC(CCSC)C(=O)OCC(=O)c1ccc[nH]1 (stereo unspecified)	-2	483	3.3	2.2	8.9	5%	-0.6%	i	-1	-3.7	1025	i	1	0.21	1471	-0.82	-0.15	-0.46	0.49
Cc1noc(C)c1COC(=O)COc1ccc(-c2ccccc2)cc1	0	665	nt	nt	nt	-7%	nt	nt	nt	-2.2	1179	i	36	0.09	1577	-0.28	-0.28	-0.19	0.65
CCN(C(=O)COC(=O)c1cc(-c2ccc(C)o2)nc2ccccc12)C1CCS(=O)(=O)C1 (stereo unspecified)	5	711	2.9	1.6	6.2	-4%	nt	i	-5	-3.2	1250	i	44	0.16	1362	-2.1	0.014	-1	0.23
NC(=NC(=O)c1ccccc1)C1=C(O)CCC1=O	nt	nt	5.3	3.3	6.4	1%	-2.0%	i	-8	-1.0	1107	i	18	1.3	1294	0.54	0.074	0.63	-1.6
CC(C)(C)OC(=O)N[C@@H](Cc1ccccc1)C(=O)N1CCC(C(=O)O)CC1	nt	nt	3.2	1.9	7.2	0%	-0.9%	i	3	-2.3	1358	i	18	0.31	1625	-0.71	-0.18	-0.6	0.15
CC(=O)Oc1c(Cl)c(N2CCOCC2)c(OC(C)=O)c2ccccc12	0	759	1.0	2.7	12	3%	0.1%	i	-16	-4.5	1230	i	33	-0.33	1178	1.3	-0.14	1.3	-0.083
O=c1[nH]c2ccccc2nc1/C=C/c1ccc(Cl)cc1	6	708	3.3	3.0	5.0	-7%	-3.9%	i	-4	0.3	1119	i	46	-0.09	1283	-0.16	-0.3	0.093	0.56
O=C(CC1SC(N2CCOCC2)=NC1=O)Nc1cc([N+](=O)[O-])ccc1Cl (stereo unspecified)	3	681	3.5	1.6	2.1	5%	-0.4%	i	3	-2.5	1061	i	57	0.72	1261	-0.5	-0.28	0.25	-0.18
CCC/C(=N\NC(=O)c1csc(C)c1C)c1cccs1	-10	741	1.9	0.9	6.5	-8%	-4.1%	i	-6	-2.6	1072	i	23	0.89	878	0.7	-0.17	0.64	0.53
CCCCC(=O)Nc1nnc(C2=COCCO2)o1	19	754	2.1	1.3	4.4	-5%	2.1%	i	13	-2.0	1154	i	37	-0.45	1612	0.062	-0.25	0.25	0.75
CC(=C/c1ccccc1)/C=N/N1CCN(Cc2ccc(C)cc2)CC1	22	732	nt	nt	nt	-5%	nt	nt	nt	-0.4	1309	i	33	nt	nt	1.2	-0.14	1.3	-2.6
COc1ccc([N+](=O)[O-])cc1NC(=O)c1ccc(Br)s1	12	532	6.7	1.6	22	1%	0.6%	i	13	-5.5	1117	i	28	0.24	1534	-0.64	-0.23	0.43	-0.91
Cc1ccc(C)c(N2CCN(S(=O)(=O)c3ccc4c(c3)CCC(=O)N4)CC2)c1	nt	nt	2.6	1.8	12	?	-2.6%	i	2	-5.4	1010	nt	nt	0.93	1299	-0.29	-0.15	-0.052	0.054
CC(=O)c1cccc(NC(=O)CCC2CCCC2)c1	nt	nt	2.3	1.7	4.7	-4%	-0.8%	i	-2	-1.5	1397	i	43	1.2	1328	-0.75	-0.19	-0.15	0.16
COc1ccc(C(=O)ON=C2C=C(C)C(=O)C(C)=C2)cc1	0	689	3.9	1.6	10	0%	-1.6%	i	14	3.7	920	i	45	0.08	1580	1.1	-0.16	0.77	-0.88
O=C(Nc1nnc(C2=COCCO2)o1)c1ccc(S(=O)(=O)N2CCCC2)cc1	7	728	1.8	2.1	5.7	-10%	0.6%	i	1	0.0	1185	i	51	nt	nt	-0.38	-0.26	-0.27	0.8
O=C(Cn1cnc2c(nnn2-c2cccc(Cl)c2)c1=O)N1CCOCC1	-50	585	nt	nt	nt	nt	-2.3%	nt	nt	-0.7	1058	i	20	0.47	1561	nt	nt	nt	nt
Cc1n[nH]c(=O)nc1NC1CCCCC1	nt	nt	4.2	2.4	6.9	11%	-0.7%	i	4	-1.6	1358	i	26	0.12	1478	-0.69	-0.26	-0.41	1

Part of the list above in another layout.
Order of values – Lipid droplet, Lipid droplet cells 6.5 µM, MT stabilize HCS, MT stabilize HCS Hoechst-high %, MT stabilize HCS cytotoxicity %, Salmonella PhoP GFP, ER stress rescue, Autophagy mod, Autophagy mod cell loss 18 h, b-catenin transl, b-catenin transl cell count 5 µM, T cell HTS, T cell HTS vesicle-bound %, Ins promoter up, Ins promoter up cell count, Dynein cargo inh, Dynein cargo inh cytoplasmic EGFP, Dynein cargo inh nuclear GR-EGFP, Dynein cargo inh cell count
- CC(=C/c1ccccc1)/C=N/N1CCN(Cc2ccc(C)cc2)CC1
    22, 732, nt, nt, nt, -5%, nt, nt, nt, -0.4, 1309, i, 33, nt, nt, 1.2, -0.14, 1.3, -2.6
- COc1ccc([N+](=O)[O-])cc1NC(=O)c1ccc(Br)s1
    12, 532, 6.7, 1.6, 22, 1%, 0.6%, i, 13, -5.5, 1117, i, 28, 0.24, 1534, -0.64, -0.23, 0.43, -0.91

High-throughput results from PubChem BioAssay.
